# From PubChem BioAssay
# Ub-GFP proteasome – proteasome inhibitors stabilizing ubiquitin-GFP reporter; Potency, µM (top dose mostly 45.9 µM), inactives show at the highest dose activation (GFP accumulation), usual class: activators; AID 526; 67,000 tested, under 10 active; Ubiquitin-GFP reporter cells, proteasome inhibition, GFP fluorescence; response scale: untreated = 0%, 10 µM MG-132 = 100%; active = well fitted activation curve with a large enough effect, not every such curve was filed as active; inconclusive = small, poorly fitted or top-dose-only effect, or another doubt; inactive = no such curve, though single readings can be large or run the other way; also: potency is read from the fitted curve at half-maximal effect
#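 U2OS cells expressing ubiquitin(G76V)-GFP, seeded overnight in 0.5% FBS medium, then treated 4 hr at 37 C across 46 uM to 2.9 nM. GFP-positive cells counted by laser cytometry (488 ex/515 em); %activity scaled between basal and 10 uM MG-132.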
# Hsp90 Hop PPI – changes Hsp90-Hop TPR2A binding signal, up or down | AlphaScreen TPR2A-His6 binding biotin-Hsp90 C-terminal peptide | Potency, µM (highest dose often 57 µM), for inactives: top-dose activity change, negative = inhibition | 0.44% of 71,000 active; active = well fitted curve in either direction with a large enough effect; inconclusive = small, poorly fitted or top-dose-only effect, or another doubt; also: potency is read from the fitted curve at half-maximal effect; % is scaled to controls: 0 for no effect and ±100 for the full control effect; many of its hits are not listed in these tables
# Epigenetic mod – derepresses silenced GFP locus in mouse C127i cells. mouse C127i GFP locus derepression, cytometry, 30 h. Potency, µM (doses to about 46.1 µM), for the others: top-dose GFP derepression (activation). 0.09% of 68,000 active; also: % of control where 0% means no effect
#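 Murine C127i mammary cells carrying a silenced, stably integrated CMV-driven GFP reporter were treated with compound for 30 hours at 37 C. After PBS washes, GFP-positive cells were counted by laser-scanning microplate cytometry.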
# BRCT inh red – BRCT-phosphoprotein interaction inhibition (red fluorophore); BRCT-phosphopeptide binding, red fluorescence polarization; Potency, µM (doses to about 76.9 µM), for the others: at the highest dose activity change, negative = inhibition, usual class: inhibitors; 0.03% of 75,000 active; P38398; also: % is scaled to controls: 0 for no effect and ±100 for the full control effect
#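 Rhodamine-labelled pBACH1 10-mer (100 nM) bound to BRCT domain (100 nM) at pH 7.3; compounds incubated 12 min room temperature, polarization read. Free peptide defines full inhibition; unlabelled decapeptide titrated as control.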
# A350 autofl – compounds fluorescent in Alexa 350 spectral region. Compound autofluorescence, 340/450 nm, Alexa 350 dye-equivalents; stronger effect = higher value. max dye-equivalent concentration, M. AID 590. 11% of 59,000 active; in the data active = max dye-equivalent concentration above about 10 nM; inconclusive = mostly about 1.1 nM to 9.6 nM
# 4MU fluor – compounds fluorescent in 4-MU spectral region. compound autofluorescence, 340/450 nm, 4-MU equivalents; stronger effect = higher value. max dye-equivalent concentration, M. 11% of 59,000 active. AID 589; in the data active = max dye-equivalent concentration above about 10 nM; inconclusive = mostly about 1.1 nM to 9.6 nM
#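 Compounds in 100 mM Tris, pH 8.0, incubated 15 min at room temperature, then fluorescence read at 340 nm excitation/450 nm emission. Signal converted to 4-MU dye-equivalent concentration using an on-plate six-point 4-MU standard curve.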
# BRCT inh green – blocks human BRCA1 BRCT binding to phosphopeptide, green readout. P38398. BRCA1 BRCT-phosphopeptide binding, green fluorescence polarization. Potency, µM (doses to about 76.9 µM), without a hit: at the highest dose activity change, negative = inhibition, hits mostly inhibitors. 0.05% of 75,000 active;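 also: potency is read from the fitted curve at half-maximal effect; plate controls were peptide without protein for full effect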
#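 Compounds were incubated for 12 min at room temperature with a complex of 100 nM fluorescein-tagged pBACH1 decapeptide and 250 nM His-tagged BRCT protein. Buffer was phosphate pH 7.3 with EDTA, DTT and Tween 20. Disruption of binding lowers the polarization signal.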
# CRE-bla Fsk – modulators of forskolin-stimulated CRE signaling in CHO cells; Potency, µM (series often up to 38.2 µM), without a hit: at the highest dose activity change, negative = inhibition, actives largely listed as activators; 2.5% of 71,000 active; CHO CRE-bla reporter (cAMP response element driving beta-lactamase), forskolin EC10, beta-lactamase ratio; active = well fitted activation curve with a large enough effect in the signal ratio, with a control signal flat, not every such curve was filed as active; inconclusive = small, poorly fitted or top-dose-only effect, or effect the other way, or a change in a side signal; the % refers to the signal ratio; also: potency is read from the fitted curve at half-maximal effect; % of control where 0% means no effect
#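 AC50 values, positive or negative, reflect shifts in EC10 NKH 477-induced CRE-bla reporter activity in CHO cells. Incubation lasted 3 h at 37 °C before CCF4 substrate (2 h, room temperature) and ratiometric 460/530 nm reading.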
# DNA Pol III inh – DNA polymerase III holoenzyme inhibition | reconstituted DNA polymerase III holoenzyme replication, biochemical | Potency, µM (titrated, usually from 57.1 µM), inactives show at the highest dose activity change, negative = inhibition | 0.25% of 71,000 active; also: potency is read from the fitted curve at half-maximal effect; % is scaled to controls: 0 for no effect and ±100 for the full control effect
#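 Reconstituted *E. coli* holoenzyme (0.35 nM Pol III, 1 nM beta, 154 nM SSB, 2 nM primase) was preincubated with compound for 15 min at RT. Synthesis on 1.4 nM ssM13Gori ran 35 min, then was stopped with PicoGreen/EDTA and read as dsDNA fluorescence.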
# ALOX15 inhib – blocks human 15-lipoxygenase activity; 1.4% of 74,000 active; Potency, µM (doses to about 57.1 µM), without a hit: at the highest dose activity change, negative = inhibition, hits mostly inhibitors; purified 15hLO-1, xylenol orange hydroperoxide absorbance; also: potency is read from the fitted curve at half-maximal effect; % is scaled to controls: 0 for no effect and ±100 for the full control effect; nearly all actives have a fitted effect of over 55% in size
#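 Quantitative HTS in 25 mM Hepes pH 7.5 containing 0.01% Triton X-100: human 15hLO-1 at 40 nM, arachidonic acid at 50 uM, 6 min turnover. Product quantified via ferrous oxidation/xylenol orange, 573:405 nm absorbance ratio.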
# HBB splicing – modulators of hemoglobin beta chain splicing | HBB splicing reporter cell assay, activation; EGFP reporter with mutant IVS2-654 intron; response scale: normalised to 500 nM splice-correcting PNA | Potency, µM (titrated, usually from 46.1 µM), inactives show at the top dose activation, usual class: activators | 0.06% of 65,000 active; also: potency is read from the fitted curve at half-maximal effect; 0% is about no effect
#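 Compounds were applied for 2 days to HeLa EGFP-654 cells, 500/well in Optimem with 2% FCS. The reporter's EGFP is disrupted by mis-splicing of beta-globin intron IVS2-654. Readout: summed well GFP fluorescence from 488 nm laser scanning; reference was 500 nM antisense […] 654 PNA.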
# * marks the source's active call; other numbers are inactive results; i = inactive; ? = inconclusive; nt = not tested or not shown; [ ] = another dose, or the depositor's remark. Unless noted, calls follow the shape of the dose curve; as a rule, active = well fitted curve in the direction sought with a large enough effect; inconclusive = small, poorly fitted or top-dose-only effect, or another doubt; inactive = no such curve, though single readings can be large; an effect the other way counts as inactive or inconclusive. Not a hit list; about 12% have a hit in one of these screens.
No.	smiles	Ub-GFP proteasome	Hsp90 Hop PPI	Epigenetic mod	BRCT inh red	A350 autofl	4MU fluor
1	COc1cc(OC)c(C2=NOC(C(=O)NCc3ccc4c(c3)OCO4)C2)cc1Cl (configuration not stated)	-7%	1%	0%	0.2%	i	i
2	CCOC(=O)N1CCN(S(=O)(=O)c2ccc(C(=O)Nc3nc4c(s3)CC(C)CC4)cc2)CC1 (configuration not stated)	-3%	3%	8%	-0.5%	?	?
3	O=C1CC(c2ccc(F)cc2)Cc2nc(N3CCc4ccccc43)ncc21 (configuration not stated)	-2%	4%	0%	0.2%	6.1e-07M*	5.6e-07M*
4	O=C(C1CCCCC1)N(Cc1ccccc1)c1ccccn1	6%	2%	3%	0.0%	?	i
5	N#Cc1ccc(CN2CC3(CCN(C(=O)c4cc(C(F)(F)F)cc(C(F)(F)F)c4)CC3)C2)cc1	1%	-7%	0%[9.22 µM]	-0.7%	i	i
6	c1ccc(OCCSc2ncnc3nc[nH]c23)cc1	22%	-2%	0%	-1.8%	nt	nt
7	Cc1ccc(C2CC(C(F)F)n3ncc(C(=O)Nc4cnn(Cc5ccccc5C)c4)c3N2)cc1 (configuration not stated)	9%	-4%	2%	2.0%	i	i
8	Cc1cccc(C)c1NC(=O)CSc1nnc(-c2ccco2)n1N	-8%	-4%	0%	1.1%	i	i
9	COc1ccc(CCn2c(C)cc(C(=O)CSc3nnnn3-c3ccccc3)c2C)cc1OC	-1%	-5%	0%	-0.5%	i	i
10	O=C(NCCc1ccccc1)c1ccccc1NS(=O)(=O)N1CCCC1	4%	?	-3%	0.4%	?	?
11	CC/C=C1/OC(=O)c2ccccc21	nt	3%	nt	-1.3%	nt	nt
12	O=c1c(CCc2ccccc2)nc2cnc(N3CCNCC3)nc2n1-c1ccccc1	6%	-5%	2%[9.22 µM]	1.2%	?	?

No.	BRCT inh green	CRE-bla Fsk	DNA Pol III inh	ALOX15 inhib	HBB splicing
1	2.8%	-23%	3%	6%	1.4%
2	-5.4%	-3%	2%	-23%	0.3%
3	-0.9%	?	4%	-9%	1.2%[57.5 µM]
4	-0.3%	5%	2%	-1%	-0.6%
5	-2.5%	-2%	-10%	5%	0.2%
6	-1.7%	0%	-2%	-3%	-1.2%[9.22 µM]
7	1.6%	?	-1%	-9%	-0.8%
8	1.3%	15%	-4%	1%	-2.3%
9	-1.0%	7%	-9%	-15%	0.2%
10	1.1%	20%	-6%	6%	-1.4%
11	-1.6%	-4%	0%	-6%	-0.9%
12	-1.1%	?	-11%	2%	-0.7%

# (continued)
No.	smiles	Ub-GFP proteasome	Hsp90 Hop PPI	Epigenetic mod	BRCT inh red	A350 autofl	4MU fluor
13	COc1cccc(CNC(=O)C2CCN(S(=O)(=O)c3c(C)nn(C)c3C)CC2)c1	-7%	-4%	0%	0.4%	nt	nt
14	CC(=O)c1cn(CC(=O)NCC2CCCO2)c2ccccc12 (configuration not stated)	4%	-1%	3%	0.2%	i	i
15	O=C(c1ccccc1)N1CCN(C2CC3CCC2C3)CC1 (configuration not stated)	-1%	-2%	4%	0.4%	i	i
16	Cn1c(=O)oc2cc(S(=O)(=O)Nc3cccc(F)c3)ccc21	-2%	-1%	nt	0.9%	nt	nt
17	O=C(Nc1ccccc1C(F)(F)F)N1CCCC(O)C1 (configuration not stated)	12%	0%	2%	0.9%	i	i
18	CCOc1ccc(C(=O)Nc2cc(C)c3c(=O)oc4ccccc4c3n2)cc1	-4%	-1%	nt	1.0%	nt	nt
19	C=CC(C)(O)CCC=C(C)C (configuration not stated)	nt	-5%	nt	1.7%	nt	nt
20	Cn1nnnc1SCc1cc(=O)[nH]c2ccccc12	-10%	-5%	3%	-0.2%	i	i
21	Cc1ccc(NC(=O)Cn2cc3c(n2)CCC(C)C3)cc1 (configuration not stated)	9%	-3%	10%	0.0%	nt	nt
22	O=C(Nc1ccc(SC(F)F)cc1)C1=COCCO1	-2%	-3%	3%	0.3%	?	?
23	CN(C)CCOC(=O)C1(c2ccccc2)CCOCC1	-1%	3%	-1%	-0.1%	i	i
24	O=C(NCC(c1cccnc1)N1CCOCC1)c1ccco1 (configuration not stated)	-12%	3%	-1%	1.1%	i	i

No.	BRCT inh green	CRE-bla Fsk	DNA Pol III inh	ALOX15 inhib	HBB splicing
13	1.0%	-3%	-5%	3%	-0.2%
14	-3.1%	-2%	1%	3%	0.1%
15	-2.4%	-4%	-5%	2%	0.3%[57.5 µM]
16	1.7%	-17%	-1%	-7%	-0.6%
17	-2.0%	3%	3%	-22%	-1.3%
18	-1.1%	?	-1%	5%	0.9%
19	-3.5%	-5%	-3%	-22%	0.0%
20	-1.8%	-5%	-2%	7%	-0.4%
21	-1.0%	-1%	-4%	5%	-0.2%
22	-0.4%	-5%	-5%	9%	0.0%[57.5 µM]
23	-3.4%	-3%	-5%	5%	-0.1%[57.5 µM]
24	0.2%	-5%	-7%	1%	0.3%

# Other records follow.
No.	smiles	Ub-GFP proteasome	Hsp90 Hop PPI	Epigenetic mod	BRCT inh red	A350 autofl	4MU fluor
25	N#CC1=C(N)Oc2nc(-c3ccccc3)[nH]c2C1c1cccnc1 (configuration not stated)	15%	0%	-6%	0.8%	i	i
26	N=P(N1CCOCC1)(N1CCOCC1)C12CC3CC(CC(C3)C1)C2	0%	-1%	0%	0.7%	i	i
27	O=c1cc(CSc2nnnn2-c2ccccc2)nc2nc[nH]n12	6%	1%	0%	0.7%	i	i
28	O=C1CCC(=O)N1CNc1ccc(Oc2ccccc2)cc1	-3%	-9%	6%	-0.4%	?	i
29	CCN1CCN(Cc2c(OC)ccc3ccccc23)CC1	-5%	-1%	0%	-0.5%	i	i
30	O=C(NCCC1=CCCCC1)c1cc2c(s1)CS(=O)(=O)C2	11%	-6%	0%	-0.2%	i	i
31	C[C@@H]1CCCN(CP(=O)(c2ccccc2)c2ccccc2)C1	-8%[9.17 µM]	3%[11 µM]	2%[9.22 µM]	-1.8%[15.4 µM]	i	i
32	N#Cc1ccccc1-c1cncnc1NCc1cccnc1	-3%	7%	-5%[9.22 µM]	-1.1%	i	i
33	C=CCNC(=O)CN(c1cccc(Br)c1)S(C)(=O)=O	-2%[9.17 µM]	-2%[11 µM]	-2%	0.0%	nt	nt
34	CCOC(=O)c1ccc(NC(=O)CSc2nnc(-c3cccs3)n2CC)cc1	-6%	1%	3%	0.6%	i	i
35	COc1ccccc1C1(CC(=O)O)CCOC(C)(C)C1 (configuration not stated)	0%[9.17 µM]	-5%[11 µM]	-2%	-1.4%	nt	nt
36	c1nc(N2CCCCCC2)c2[nH]cnc2n1	11%	-5%	nt	0.6%	nt	nt
37	O=C(Nc1ccc2nc(-c3ccco3)c(-c3ccco3)nc2c1)N1CCCCCC1	8%	?	3%	?	2.3e-08M*	2e-08M*
38	CCOC(=O)c1[nH]c(C)c(C(=O)OCc2c(C)noc2C)c1C	0%	-1%	-2%	-0.1%	i	i

No.	BRCT inh green	CRE-bla Fsk	DNA Pol III inh	ALOX15 inhib	HBB splicing
25	-1.1%	?	-1%	-8%	0.7%
26	-2.5%	?	-4%	13%	-0.8%
27	-0.3%	0%	-4%	1%	-0.6%
28	-0.9%	-2%	-8%	3%	2.7%
29	0.9%	-9%	-1%	-7%	-0.7%
30	0.8%	-9%	-6%	-18%	0.0%
31	-0.3%[15.4 µM]	-8%[7.6 µM]	-10%[11.4 µM]	5%[11.4 µM]	2.6%[9.22 µM]
32	-2.5%	?	-2%	-23%	0.8%
33	-1.2%	?	-3%[11.4 µM]	-2%[11.4 µM]	-0.5%[0.0738 µM]
34	-1.7%	7%	-1%	-14%	-0.2%
35	-1.4%	?	-19%[11.4 µM]	-3%[11.4 µM]	-3.5%[0.0738 µM]
36	2.4%	-7%	4%	5%	-1.0%
37	-22%	3%	16µM*	5µM*	-0.6%
38	-0.7%	?	-5%	-17%	-4.7%

# Compound profiles, as listed above.
# CCOC(=O)c1[nH]c(C)c(C(=O)OCc2c(C)noc2C)c1C in the list: Ub-GFP proteasome: 0%; Hsp90 Hop PPI: -1%; Epigenetic mod: -2%; BRCT inh red: -0.1%; A350 autofl: i; 4MU fluor: i; BRCT inh green: -0.7%; CRE-bla Fsk: ?; DNA Pol III inh: -5%; ALOX15 inhib: -17%; HBB splicing: -4.7%
# CCOC(=O)c1ccc(NC(=O)CSc2nnc(-c3cccs3)n2CC)cc1 in the list: Ub-GFP proteasome: -6%; Hsp90 Hop PPI: 1%; Epigenetic mod: 3%; BRCT inh red: 0.6%; A350 autofl: i; 4MU fluor: i; BRCT inh green: -1.7%; CRE-bla Fsk: 7%; DNA Pol III inh: -1%; ALOX15 inhib: -14%; HBB splicing: -0.2%
